# Compound activity from PubChem.
# Lipid storage S3: qHTS Assay for Lipid Storage Modulators in Drosophila S3 Cells | Drosophila S3 cells, BODIPY lipid droplet fluorescence, 18-24 h; cells fed with added oleic acid | lipid storage change, negative = inhibition, % at the top dose, mostly 46.1 µM; hits show Potency in µM | actives 0.64% (n = 320,000); active = well fitted inhibition curve with a large enough effect in the signal ratio, with a control signal flat, not every such curve was filed as active; inconclusive = small, poorly fitted or top-dose-only effect, or effect the other way, or a change in a side signal; the % refers to the signal ratio
#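 Drosophila S3 cells got compounds at several concentrations plus oleic acid (400 uM solution). Laser-scanning cytometry with 488 nm excitation read lipid droplets at 500-530 nm and cells at 575-640 nm. Percent activity was relative to 20 uM Triacsin C.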
# Lipid storage S3 cell count max: also measured in Lipid storage S3; calls as there; cell number change, %; measured here: cell count max response;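 cells counted by Cell Tracker Red CMTPX staining in the red channel; peak over a dose series mostly up to 46.1 µM; percent activity relative to internal control wells on each plate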
# * hit, by the source's call; i = inactive; ? = inconclusive; . = not tested or not shown; & = joins results of further samples. % is scaled to controls: 0 for no effect and ±100 for the full control effect; potency is read from the fitted curve at half-maximal effect. Some of the compounds tested. The share of hits here may be higher or lower than overall.
SMILES,Lipid storage S3,Lipid storage S3 cell count max
COc1ccc(C(C)(C)C)cc1NC(=O)COC(=O)c1cc(SC)ccc1Cl,-24.4%,-13.0
CCCCCC1CC1C(=O)N/N=C/c1ccc(N(C)C)cc1 (stereo not given),10.5%,-4.4
O=c1cc(Cl)c2ccccc2n1-c1ccccc1,12.2%,13.0
CCN(CC(=O)NCc1ccc(F)cc1)C(=O)CCNS(=O)(=O)c1cccc(C)c1,-3.8%,-10.2
O=C(Nc1ccc(C(F)(F)F)cc1)N1CCN(C(=O)c2ccco2)CC1,17.6%,7.0
COc1ccc(/C(O)=C2\C(=O)C(=O)N(c3cc(C)on3)C2c2ccc(OC)c(OC)c2)cc1OC (stereo not given),2.8%,5.2
CC(=O)Nc1ccc(CN2CCCC(C(=O)c3ccc(C(F)(F)F)cc3)C2)cc1 (stereo not given),10.6%,8.8
Cn1/c(=N/N=C/c2ccc(N3CCOCC3)cc2)sc2ccccc21,?,.
NC(=O)C(Cc1ccccc1)NC(=O)C12CC3CC(CC(C3)C1)C2 (stereo not given),?,.
Cc1ccc(C)c(OCCC(=O)OCC(=O)NCc2ccc(F)cc2)c1,?,.
CCOC(=O)c1c(-c2ccc(C)cc2)csc1NC(=O)CCN1CCOCC1,-12.9%,-4.5
O=C(CSc1nc(-c2ccco2)cc(C(F)(F)F)n1)N1CCc2ccccc2C1,?,.
COc1ccc(OC)c(C(C[N+](=O)[O-])c2c(C)cc3ccccn23)c1 (stereo not given),?,.
COc1ccc(C)cc1S(=O)(=O)N1CCC2(CC1)OCCN2S(=O)(=O)c1ccccc1,?,.
CCn1c(SCC(=O)N2CCCCC2C)nnc1-c1ccco1 (stereo not given),?,.
C/C(CCc1ccc2c(c1)OCO2)=N\NC(=O)c1ccccc1Br,?,.
O=C(CN(Cc1ccccc1)C1=NCCS1)c1ccccc1,4.3%,19.4
O=[N+]([O-])c1cccc(/C=C/c2nc(C=Nc3ccc4ccccc4c3)c(O)o2)c1,?,.
COc1cccc(-n2c(SCC(=O)N3CCOCC3)nnc2-c2c[nH]c3ccccc23)c1,?,.
O=C(NNC(=O)c1cc2cc(OC(F)(F)F)ccc2[nH]1)c1ccc(Cl)cc1,0.6%,15.0
COCCn1cnc2c1c(=O)n(Cc1ccc(Br)cc1)c(=O)n2Cc1ccccc1,?,.
Cc1ccccc1N(C(=O)Cc1ccsc1)C(C(=O)NC1CCCCC1)c1ccc(F)cc1 (stereo not given),-3.1%,-4.8
O=C(CCCN1C(=O)S/C(=C/C=C/c2ccccc2)C1=O)Nc1ccc(C(=O)O)cc1,?,.
Cc1cc(NC(=O)CSc2nnnn2Cc2ccccc2)no1,14.2%,1.9
C/C(=N\Nc1ccccn1)c1ccc(S(=O)(=O)NCc2ccco2)cc1,?,.
CCN(CC)C(=O)N1CCN(S(=O)(=O)c2ccccc2)CC1,19.3%,12.6
O=C(CSc1nnc(-c2c[nH]c3ccccc23)o1)N1c2ccccc2CCc2ccccc21,-9.6%,-13.0
COc1ccc(-n2nc3c(N4CCC(C(=O)NCc5ccccc5C)CC4)nnc(C)c3c2C)cc1,15.5%,-13.3&-7.3
Cc1cc(C)nc(NC(=O)CSc2nc3cc(Cl)ccc3s2)n1,?,.
O=C(O)c1ccc2cc[nH]c2c1,?,.
CCc1ccc(S(=O)(=O)Nc2cc3c(cc2C)n(C)c(=O)n3C)cc1,?,.
CCOC(=O)c1c(C)[nH]c(C)c1C(=O)CSc1nc2ccccc2n1CC,5.0%,3.2
CC(OC(=O)c1ccc(Cl)c(S(N)(=O)=O)c1)C(=O)NCC1CCCCC1 (stereo not given),i,-13.9
CCOc1cc(C2C3=C(CCCC3=O)NC3=C2C(=O)CCC3)ccc1OCCO,?,.
COCCCn1c(=O)c2sccc2n2c(CCCC(=O)NCc3cccc(OC)c3)nnc12,?,.
O=C(c1ccncc1)c1ccc(NS(=O)(=O)c2ccc(Br)s2)cc1,?,.
O=c1ccc2[n+]([O-])c3ccc(O)cc3oc-2c1,?,.
CC1(C)CCC[C@]2(C)[C@H]3CC(=O)O[C@]3(C)CC[C@@H]12,?,.
COc1ccc(S(=O)(=O)NNC(=O)c2cc3cc4ccccc4nc3s2)cc1,i,.
COc1ccccc1N1CCN(C2CCN(C(=O)c3cc(OC)c(OC)c(OC)c3)CC2)CC1,?,.
Nc1ccc(NC(=O)NC2CCCCC2)cc1,i,15.3
O=C(C[n+]1ccc(Cc2ccccc2)cc1)Nc1ccc([N+](=O)[O-])cc1Cl,16.5%,2.3
Cc1cccc(OCC(=O)Nc2c3c(nn2C(C)(C)C)CS(=O)(=O)C3)c1,-12.8%,-14.0
CCC(=O)NCCn1c(C)cc2ccccc21,i,.
N#CCc1nn(-c2ccccc2)c2ncnc(N)c12,-3.6%,10.4
CCN(CC)c1ccc(NC(=O)COC(=O)C23CCC(=O)N2c2ccccc2S3)cc1 (stereo not given),i,26.0
NC(N)=N/N=C/c1ccc(Cl)c([N+](=O)[O-])c1,?,.
CCC1CN(C(=O)N2CCC(C(=O)NCc3cc(OC)c(OC)c(OC)c3)CC2)c2ccccc2O1 (stereo not given),i,-18.0

# Whole records as entered above.
# `COc1ccc(S(=O)(=O)NNC(=O)c2cc3cc4ccccc4nc3s2)cc1` across the screens: Lipid storage S3 = i; Lipid storage S3 cell count max = .
# `CC1(C)CCC[C@]2(C)[C@H]3CC(=O)O[C@]3(C)CC[C@@H]12` across the screens: Lipid storage S3 = ?; Lipid storage S3 cell count max = .

# By substructure: those above with a furan ring, fused or not (four)
SMILES,Lipid storage S3,Lipid storage S3 cell count max
O=C(Nc1ccc(C(F)(F)F)cc1)N1CCN(C(=O)c2ccco2)CC1,17.6%,7.0
O=C(CSc1nc(-c2ccco2)cc(C(F)(F)F)n1)N1CCc2ccccc2C1,?,.
CCn1c(SCC(=O)N2CCCCC2C)nnc1-c1ccco1 (stereo not given),?,.
C/C(=N\Nc1ccccn1)c1ccc(S(=O)(=O)NCc2ccco2)cc1,?,.

# (cont.)
SMILES,Lipid storage S3,Lipid storage S3 cell count max
COc1ccc(NC(=O)CN2CCN(Cc3ccccc3)CC2)cc1,26.3%,-0.2
CCOc1ccc(OCCN2C(=O)NC3(CCCc4ccccc43)C2=O)cc1 (stereo not given),?,.
COC(=O)c1ccc(-c2noc(CN3C[C@H]4CC[C@H]3C4)n2)cc1,10.7%,0.0
COC(=O)Cc1ccc(NC(=O)c2ccc3c(c2)C(=O)N(Cc2ccco2)C3=O)cc1,?,.
CCCNC(=O)N1CCC(n2nccc2NC(=O)CCOc2ccccc2)CC1,i,22.7
COc1ccc(C2=NCCn3nc4ccccc4c32)cc1,?,.
Cc1ccc(S(=O)(=O)N2CCC(C(=O)N[C@H](C(=O)N3CCN(C)CC3)C(C)C)CC2)cc1,?,.
O=C(CSc1nc(SCC(=O)NCc2ccccc2)n(-c2ccccc2)n1)NCc1ccccc1,?,.
COc1ccc(N=C2SC(C(=O)O)CC(=O)N2C)cc1 (stereo not given),?,.
COCC(=O)Nc1ccc(C)c(Cl)c1,i,.
NNC(=O)Cn1c(-c2ccccn2)nc2ccccc21,?,.
Cc1ccc([N+](=O)[O-])cc1NC(=O)c1ccc(-c2ccccc2)cc1,?,.
Cc1cc(C)n(-c2nnc(SCC(=O)NC3CCCC3)c3ccccc23)n1,8.6%,2.1
COc1ccc(CC(=O)OCC(=O)Nc2cccc(Cl)c2)cc1,?,.
CCOCC(=O)Nc1cc(C(=O)Nc2ccccc2)ccc1Cl,7.7%,20.8
Cc1ccc(/C=C2\CCOC2=O)cc1,8.5%,7.9
CCn1c(CSc2nc3ccccc3s2)nnc1SCC(=O)c1ccc(O)c(O)c1,i,8.4
COc1cc(C2C(C#N)=C(N)Oc3c2oc(CO)cc3=O)cc(OC)c1OC (stereo not given),11.5%,2.3
N#Cc1cc([N+](=O)[O-])ccc1Oc1cccc(/C=N/NC(=O)c2ccc(Cl)cc2)c1,?,.
Cc1c(OC(C)C(=O)NC(Cc2c[nH]c3ccc(O)cc23)C(=O)O)ccc2c1oc(=O)c1ccccc12 (stereo not given),?,.
Brc1cccc(-c2nnco2)c1,?,.
O=C1N/C(=N/S(=O)(=O)Cc2ccccc2)S/C1=C/c1ccc2c(c1)OCO2,-1.3%,2.0
O=C(OCc1cncs1)c1ccccc1,?,.
COc1ccc(NC(=O)c2cc(=O)c3ccccc3o2)cn1,14.5%,-4.0
Cc1cccc(NC(=O)/C(C#N)=C/c2ccccc2Cl)n1,?,.
COC(=O)c1cc(C(=O)OCC(=O)NC2CCCCCCC2)cc([N+](=O)[O-])c1,?,.
CCN(C(=O)COC(=O)c1cccn1C)C1CCS(=O)(=O)C1 (stereo not given),-16.6%,-5.1
c1ccc(-c2ccc(-c3ccccn3)nn2)nc1,?,.
Cc1nnc(-c2cnn(-c3ccccc3)c2N)n1Cc1ccncc1,0.0%,-20.6
COc1ccccc1NS(=O)(=O)c1ccc(C)c(C(=O)NCc2cccnc2)c1,?,.
Cc1ccc(NC(=O)c2ccccc2)cc1,1.3%,3.9
CC(C)(C)C(=O)NC(=S)Nc1ccc(C(F)(F)F)cc1,27.9%,.
CC1C/C(=C/c2ccco2)C(=O)/C(=C/c2ccco2)C1 (stereo not given),?,.
Nc1[nH]nc2nc(N3CCOCC3)nc(-c3ccccc3)c12,0.2%,-23.8
COCc1ccc(C(=O)N2CCN(CC(=O)N3CCCC3)CC2)cc1,?,.
CCOC(=O)N1CCN(c2c(N3CCN(c4ccccc4OC)CC3)c(=O)c2=O)CC1,?,.
CCn1cnc2c(Nc3cccc(Cl)c3)nc(C#N)nc21,?,.
COC(=O)C1CCN(S(=O)(=O)c2ccc(Br)s2)CC1,?,.
O=C1C2C3C=CC(C3)C2C(=O)N1/N=C/c1cc(Br)cc([N+](=O)[O-])c1O (stereo not given),?,.
Cn1c2cc(Br)sc2c2cnn(Cc3c(F)cccc3Cl)c(=O)c21,?,.
CCn1cc(S(=O)(=O)N2CCN(Cc3ccc(F)cc3)CC2)cn1,?,.
CC(=O)c1cc(-c2ccccc2)n(CCC(=O)NC2CCCC2)c1C,5.2%,-0.1
CCOC(=O)Cc1csc(SCC(=O)NC2CCC(C)CC2)n1 (stereo not given),?,.
O=C(COc1ccc2ccccc2c1)N1CCN(C(=O)c2ccco2)CC1,-18.2%,0.9
O=C(Cc1ccc(Br)cc1)Nc1ncc([N+](=O)[O-])s1,?,.
Oc1ccccc1N1CCN(c2ccc3ccccc3n2)CC1,?,.
CCOC(=O)C1C(=O)NC(N2CCN(c3ccccc3)CC2)=NC1c1ccco1 (stereo not given),?,.
O=C(O)c1ccc2c3n(nc2c1)-c1ccc(Cl)cc1CO3,?,.

# The list goes on, starting with the last 2 of the part before.
SMILES,Lipid storage S3,Lipid storage S3 cell count max
CCOC(=O)C1C(=O)NC(N2CCN(c3ccccc3)CC2)=NC1c1ccco1 (stereo not given),?,.
O=C(O)c1ccc2c3n(nc2c1)-c1ccc(Cl)cc1CO3,?,.
COc1ccc2nc(NCCNC(=S)NCCCN3CCOCC3)c(C#N)cc2c1,-17.3%,-15.2
CC1CCC/C(=C\Nc2ccc3c(c2)OCO3)C1=O (stereo not given),?,.
Cc1cc(C)cc(NC(=O)C2CCN(S(=O)(=O)c3ccc4[nH]c(=O)ccc4c3)CC2)c1,?,.
CCC1(CC)Cc2ccccc2-c2nc(NCCCO)[nH]c(=O)c21,?,.
CSc1ccc(Cl)c(C(=O)OCC(=O)NC2CC2)c1,-1.8%,-1.7
Cc1cc(C(=O)N2CCC(C(F)(F)F)n3nccc32)on1 (stereo not given),i,.
O=C(C1Cc2ccccc2CN1S(=O)(=O)c1cccs1)N1CCCCCC1 (stereo not given),i,-0.6
Cc1oc(-c2ccccc2F)nc1CS(=O)(=O)CC(=O)NCCCN(C)C1CCCCC1,5.5%,-11.9
CCCC1Oc2ccccc2C(=O)N(CC(=O)c2ccc3c(c2)OCCO3)C1=O (stereo not given),?,.
CCCC(=O)NNC(=O)CCC(=O)NCc1ccccc1,?,.
CC1=Nc2ncnn2C(c2ccccc2)/C1=N\O (stereo not given),6.2%,8.9
CCOC(=O)c1cc2c(ccn2C)n1CC(=O)N1CCN(c2cccc(C(F)(F)F)c2)CC1,?,.
O=C1c2nc3ccccn3c2C(=O)N1Cc1ccccc1,12.6%,-5.8
CN(C)c1ccc(NS(=O)(=O)c2cc3c4c(c2)CC(=O)N4CCC3)cc1,17.5%,.
CC(=O)C1=C(C)NC(=O)NC1c1cccc(O)c1 (stereo not given),?,.
Cn1cccc1CC(=O)NNC(=O)Nc1ccccc1F,?,.
CCCCCC(=O)N1CCN(CCN=CC2=C(O)CC(c3ccco3)CC2=O)CC1 (stereo not given),?,.
C=CCn1c(C)nnc1SCC(=O)Nc1cc(S(=O)(=O)N2CCCC2)ccc1Cl,?,.
Clc1nc(Cl)nc(N(c2ccccc2)c2ccccc2)n1,-1.5%,5.2
Cc1ccc(NC(=O)c2cc3c(=O)oc4ccc(C)cc4c3s2)nc1,16.3%,-2.0
COC(=O)c1nc(NC2=NCCCCC2)n[nH]1,-10.6%,-18.6
CN(C)c1nnnn1-c1ccc(Oc2ncc(C(F)(F)F)cc2Cl)cc1,?,.
Nc1nc(COc2ccccc2)cs1,?,.
COc1cc2c(cc1OC)C(/C=C/c1ccco1)=NCC2,?,.
O=C(Nc1cccc([N+](=O)[O-])c1)ONC1=NCCCCC1,-3.6%,-3.5

# 3 structures already listed, arranged by SMILES length, high to low.
SMILES,Lipid storage S3,Lipid storage S3 cell count max
CN(C)c1nnnn1-c1ccc(Oc2ncc(C(F)(F)F)cc2Cl)cc1,?,.
Clc1nc(Cl)nc(N(c2ccccc2)c2ccccc2)n1,-1.5%,5.2
Cn1cccc1CC(=O)NNC(=O)Nc1ccccc1F,?,.
